Fam108B counter: blocks mouse Fam108B hydrolase in RBBP9 counter-screen; inhibition, % at 9.51 µM; recombinant Fam108B, FP-Rh probe fluorescence polarization; AID 1947; actives 0.33% (n = 300,000);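 active = inhibition above the screen mean inhibition plus 3 SD, computed separately per campaign, cut at about 18% in these data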;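 note: inhibitors lower polarization as less probe binds the enzyme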
AGP1-GFP MLPCN: yeast TOR pathway AGP1-GFP modulation; S. cerevisiae AGP1-GFP multiplex flow cytometry, 3 h; GFP as percent of DMSO wells; GFP response vs DMSO, % at 10 µM; actives 0.02% (n = 320,000); AID 2066;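 active = GFP response relative to DMSO above a set limit, near screen average plus 3 SD, cut at about 150% in these data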;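 note: median GFP channel fluorescence of the gated AGP1 strain per well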
BCLXL inh: Bcl-xL (human) inhibition. Q07817. GST-Bcl-xL / FITC-Bim BH3 peptide fluorescence polarization. inhibition, % at 10.9 µM. actives 0.7% (n = 320,000);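 active = inhibition above the mean of all tested compounds plus 3 SD, cutoff set per campaign, cut at about 30% in these data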;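 note: 0% = DMSO wells and 100% = unlabeled Bim-BH3 peptide competitor; inhibitors lower millipolarization by displacing the labeled peptide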
MCL1 BIM primary: disrupts human MCL1 binding to BIM-BH3 peptide; Q07820; GST-MCL1 / FITC-Bim-BH3 fluorescence polarization; inhibition, % at 10.9 µM; actives 0.68% (n = 320,000); AID 2057;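 active = inhibition above the mean inhibition of all tested compounds plus 3 SD, set per campaign, cut at about 40% in these data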;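 note: 0% = DMSO wells and 100% = unlabeled Bim-BH3 peptide control; higher means more loss of mP so more displacement of Bim peptide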
CIT2-GFP yeast: alters CIT2-GFP fluorescence in TOR pathway yeast screen; S. cerevisiae CIT2-GFP strain, flow cytometry, 3 h; 100 means same as DMSO wells; GFP response vs DMSO, % at 10 µM; actives 0.065% (n = 320,000);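 active = GFP response relative to DMSO above a set limit, near the screen mean plus 3 SD, cut at about 150% in these data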;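 note: ratio of well median GFP fluorescence to mean of DMSO wells on the plate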
GLD-1 TGE inh: GLD-1-TGE RNA interaction inhibition (C. elegans). Q17339. purified GLD-1 + fluorescein TGE RNA, fluorescence polarization. inhibition, % at 5.96 µM. actives 0.44% (n = 320,000). AID 2280;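 active = percent inhibition above a per-plate cutoff, the plate mean of test compounds plus 3 SD, cut at about 30% in these data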;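 note: 0% = DMSO wells with GLD-1 and probe and 100% = wells lacking GLD-1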
Target sequence (Q17339 whole entry, looked up): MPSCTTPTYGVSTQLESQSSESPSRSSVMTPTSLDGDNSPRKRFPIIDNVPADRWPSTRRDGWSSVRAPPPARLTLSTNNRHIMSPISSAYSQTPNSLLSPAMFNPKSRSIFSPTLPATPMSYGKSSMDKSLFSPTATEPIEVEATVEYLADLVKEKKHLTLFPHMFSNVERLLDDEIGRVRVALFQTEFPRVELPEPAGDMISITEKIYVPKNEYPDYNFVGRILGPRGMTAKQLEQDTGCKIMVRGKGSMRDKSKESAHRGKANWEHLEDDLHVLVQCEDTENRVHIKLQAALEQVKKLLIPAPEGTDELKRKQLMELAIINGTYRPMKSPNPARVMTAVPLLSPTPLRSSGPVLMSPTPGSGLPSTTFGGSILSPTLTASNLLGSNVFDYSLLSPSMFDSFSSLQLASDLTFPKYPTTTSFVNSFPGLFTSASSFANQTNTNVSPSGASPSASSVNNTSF
MEX-5 binding: C. elegans MEX-5 TCR-2 RNA binding activity; Q9XUB2; MEX-5/FITC-TCR2 RNA binding, fluorescence polarization; hits give low values; activity score (negative = inhibition of binding), % at 10 µM; actives 0.38% (n = 300,000); AID 1832;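 active = inhibition past about -25% in most replicates, and total fluorescence under double the plate's negative control median, limit read from the data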;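 note: 0% = DMSO and -100% = 5 µM competing unlabeled TCR2 RNA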
Target sequence (Q9XUB2 whole entry, looked up): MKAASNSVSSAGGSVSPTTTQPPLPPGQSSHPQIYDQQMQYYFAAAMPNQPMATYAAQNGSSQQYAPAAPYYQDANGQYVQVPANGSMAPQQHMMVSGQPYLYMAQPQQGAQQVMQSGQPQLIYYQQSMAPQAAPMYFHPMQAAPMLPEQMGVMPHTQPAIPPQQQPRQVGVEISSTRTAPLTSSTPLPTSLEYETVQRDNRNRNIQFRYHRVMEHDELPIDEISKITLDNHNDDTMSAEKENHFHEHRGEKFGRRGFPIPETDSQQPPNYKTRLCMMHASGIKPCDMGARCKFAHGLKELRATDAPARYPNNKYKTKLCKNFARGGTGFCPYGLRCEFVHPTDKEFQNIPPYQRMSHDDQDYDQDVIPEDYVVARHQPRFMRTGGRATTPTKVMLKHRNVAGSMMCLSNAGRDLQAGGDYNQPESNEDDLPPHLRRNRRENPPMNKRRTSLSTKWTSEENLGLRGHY
GRK2 inh: human GRK2 inhibition via aptamer displacement; P25098; actives 0.59% (n = 330,000); bead flow cytometry, FAM-aptamer displacement from GRK2; inhibition of aptamer binding, % at 10 µM;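 active = inhibition of aptamer binding above 40%, roughly 3 SD of noise, on plates passing a quality check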;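 note: median bead fluorescence of bound FAM aptamer so fluorescent compounds give negative values; no value below 0 was filed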
VLA-4 inh: inhibition in a human VLA-4 binding assay; P13612; VLA-4 expressing cells, ligand binding flow cytometry; inhibition, % (about 7 µM as worked out from the volumes in the protocol); actives 0.2% (n = 330,000); in the data active = inhibition above about 50%
The depositor's hits bear a star; . = not tested or not shown.

nr | canonical_smiles | Fam108B counter | AGP1-GFP MLPCN | BCLXL inh | MCL1 BIM primary | CIT2-GFP yeast
1 | CCC(=O)NC(C)C(c1cccs1)N1CCN(Cc2ccccc2)CC1 (centres undefined) | 1 | 97 | 10 | 6 | 96
2 | CCOC(=O)c1csc(N)c1-c1ccc([N+](=O)[O-])cc1 | 4 | 99 | 8 | 5 | 87
3 | Fc1cccc(Cc2noc(CN3CCCCC3CCc3ccccn3)n2)c1 (centres undefined) | 10 | 101 | 1 | 2 | 101
4 | Cn1c(SCC(=O)N2CCN(C(=O)c3ccco3)CC2)nnc1-c1ccc(NS(C)(=O)=O)cc1 | 0 | 102 | 5 | 1 | 102
5 | CCOC(=O)c1nc(NCc2cccc(OC)c2)c2ccccc2n1 | -1 | 99 | 4 | -4 | 108
6 | Clc1ccc(/C=C/c2ncc3ccccn23)cc1 | 6 | 91 | 5 | 0 | 89
7 | N#CC1=C(N)Oc2cc(O)ccc2C1c1ccncc1 (centres undefined) | 9 | 109 | 11 | 8 | 107
8 | CC(=O)c1cccc(NC(=S)Nc2ccc(F)cc2)c1 | -1 | 91 | 5 | 10 | 94
9 | Cc1ccccc1CN1CCN(Cc2ccccc2C(F)(F)F)CC1 | -1 | 105 | 9 | 5 | 117
10 | O=C(Cn1nnc(-c2ccccc2)n1)Nc1ccc2c(c1)OCO2 | 4 | 103 | 3 | 4 | 98
11 | Cc1cc(C)nc(N2CCCC(C(=O)NCCC3=CCCCC3)C2)n1 (centres undefined) | 2 | 100 | 6 | 16 | 103
12 | Cc1ccc(S(=O)(=O)N(C)CC(=O)OCC(=O)NCCc2ccc(S(N)(=O)=O)cc2)cc1 | . | 103 | . | . | 97
13 | C=CC[C@@H](Cc1ccc(F)cc1)C(=O)OC[C@@H]1CCCN1C(=O)[C@H](CC=C)CC(=O)N(CCO)Cc1ccccc1 | . | 104 | . | . | 103
14 | C#CCSc1n[nH]c(-c2ccco2)n1 | -1 | 84 | 12 | 6 | 93
15 | CCOC(=O)N1CCN(C(=O)COC(=O)CSc2ccc([N+](=O)[O-])cc2)CC1 | 1 | 103 | -1 | 3 | 98

nr | GLD-1 TGE inh | MEX-5 binding | GRK2 inh | VLA-4 inh
1 | 4 | -1.7 | 0 | 13
2 | -7 | -0.6 | 0 | 3
3 | -6 | 1.4 | 1 | 5
4 | -2 | 1.3 | 2 | -3
5 | -2 | 9.8 | 0 | 4
6 | 3 | 3.1 | 0 | -30
7 | -18 | 5.3 | 1 | 3
8 | 9 | -2.7 | 2 | 16
9 | -4 | -4.1 | 0 | 11
10 | -5 | 2.4 | 0 | 0
11 | 2 | 0.9 | 1 | 2
12 | -3 | . | 4 | 3
13 | -1 | . | 13 | 9
14 | 3 | 1.5 | 6 | -9
15 | 7 | 2.0 | 0 | 4

Other structures
nr | canonical_smiles | Fam108B counter | AGP1-GFP MLPCN | BCLXL inh | MCL1 BIM primary | CIT2-GFP yeast
16 | CN(C(=O)COC(=O)c1ccc(=O)n(Cc2ccccc2)n1)c1ccccc1 | 0 | 103 | 5 | 3 | 94
17 | Cc1ccsc1C1C(C(=O)O)c2ccccc2C(=O)N1C (centres undefined) | 1 | 98 | 1 | 2 | 88
18 | CCN(CC)c1c([N+](=O)[O-])c(=O)sc2ccccc12 | -2 | 99 | -1 | -1 | 98
19 | COc1cccc(-c2nc(CS(=O)(=O)CC(=O)NCc3ccccc3)c(C)o2)c1 | -3 | 91 | -2 | 9 | 90
20 | O=C1CCCC2=C1C(c1ccco1)Nc1ccc3ccccc3c12 (centres undefined) | 18* | 108 | 25 | 67* | 103
21 | COc1ccc(S(=O)(=O)N2CCCCC2)cc1NC(=O)Cc1cccs1 | . | 110 | 1 | -7 | 102
22 | COC(=O)C1=C(CS(=O)(=O)c2ccc(OC)c(OC)c2)NC(=O)NC1c1ccc(O)c(OC)c1 (centres undefined) | 3 | 106 | 5 | -2 | 104
23 | Cn1c(Cc2cccs2)nnc1SCC(=O)Nc1ccccc1F | 1 | 103 | 9 | 4 | 110
24 | COc1cc(C(=O)NCC2CCCN2S(=O)(=O)c2cccs2)cc(OC)c1OC (centres undefined) | 0 | 96 | 3 | 6 | 93
25 | CCC1=C(C)CN(C(=O)NCCc2ccc(S(=O)(=O)NC(=O)NC3CCC(C)CC3)cc2)C1=O (centres undefined) | -3 | 103 | 4 | 3 | 101
26 | CCc1c(C(=O)Nc2nnc(C3CC3)s2)csc1C | -3 | 95 | -5 | 3 | 93
27 | COc1ccc(-n2c(SCC(=O)Nc3nccs3)nc3sc4c(c3c2=O)CCN(C)C4)cc1 | -6 | . | 8 | 8 | 93
28 | Cc1ccc(-n2nnnc2CN2CCCCC2)cc1 | 0 | . | 2 | 0 | 91
29 | O=C(COC(=O)/C=C/c1ccc(Cl)cc1)Nc1ccc2[nH]c(=O)[nH]c2c1 | -8 | 110 | -11 | -11 | 110
30 | CCn1cc(C(=O)O)c(=O)c2cc(F)c(N3CCN(C(=S)NC(=O)c4ccccc4F)CC3)cc21 | 0 | 104 | -2 | 0 | 99

nr | GLD-1 TGE inh | MEX-5 binding | GRK2 inh | VLA-4 inh
16 | 2 | 1.3 | 5 | -9
17 | 6 | -0.3 | 0 | 3
18 | -4 | 0.9 | 0 | 4
19 | -4 | 0.3 | 0 | 3
20 | 9 | -2.7 | 27 | -3
21 | 3 | . | 3 | -4
22 | 7 | 1.0 | 7 | 23
23 | -2 | 1.4 | 14 | -1
24 | -7 | -1.2 | 0 | -3
25 | 1 | 2.7 | 8 | 42
26 | -5 | 1.0 | 2 | 11
27 | -5 | 5.9 | 0 | 0
28 | -1 | -1.5 | 0 | 3
29 | 6 | 0.1 | 0 | 14
30 | -14 | . | 0 | 7

Next part.
nr | canonical_smiles | Fam108B counter | AGP1-GFP MLPCN | BCLXL inh | MCL1 BIM primary | CIT2-GFP yeast
31 | CCOc1ccc(C2CC(=O)NC3=C2C(=O)CCC3)cc1 (centres undefined) | 1 | 99 | 0 | 0 | 98
32 | O=C(c1cc2ccccc2oc1=O)N(Cc1ccc(F)cc1)C1CCS(=O)(=O)C1 (centres undefined) | -1 | 105 | 6 | 8 | 92
33 | CCC(=O)Nc1ccc(C(=O)CSc2nc3ccccc3cc2CC)cc1 | -3 | 103 | 5 | 7 | 99
34 | O=C(CCCc1ccccc1)Nc1nccs1 | -1 | 100 | -1 | -8 | 100
35 | Cc1nc(-c2cccc(NC(=O)Cc3ccccc3)c2)cs1 | -4 | 96 | 7 | 4 | 100
36 | N#Cc1cn(CC(=O)O)c2ccccc12 | -6 | 95 | -19 | -18 | 91
37 | COc1ccc(NC(=O)CCCCn2c(=O)[nH]c3ccccc3c2=O)cc1 | -2 | 103 | 2 | 5 | 98
38 | COc1ccc(CCNC(=O)C2CCCN(C(=O)c3ccc(Cl)cc3)C2)cc1 (centres undefined) | -2 | 97 | 0 | -5 | 104
39 | CCOC(=O)NC(=O)CSc1ccc2ccccc2n1 | -1 | 99 | 4 | 7 | 90
40 | CN(C)S(=O)(=O)c1cccc(NC(=O)CN2C(=O)C3C4C=CC(C4)C3C2=O)c1 (centres undefined) | -1 | 99 | -2 | -2 | 99
41 | O=C(CSc1nc(O)c(C2CCCCC2)c(=O)[nH]1)Nc1ccc(F)cc1 | 1 | 104 | 5 | 6 | 105
42 | Cc1cccnc1NC(=O)c1ccc2c(c1)NC(=O)C(C)S2 (centres undefined) | 3 | 105 | 6 | 4 | 97
43 | COc1ccc(C(=O)Nc2ccc3ccccc3n2)c(OC)c1OC | 1 | 97 | 1 | 4 | 102
44 | O=C(O)COc1ccccc1Cc1ccccc1 | 0 | 105 | 1 | -1 | 109
45 | O=C(C[C@H]1C/C=C/CC[C@@H](Cc2ccc(F)cc2)C(=O)O[C@@H](c2ccccc2)CNC1=O)NCCO | . | 90 | . | . | 84

nr | GLD-1 TGE inh | MEX-5 binding | GRK2 inh | VLA-4 inh
31 | 2 | 1.8 | 4 | 14
32 | 2 | -2.6 | 0 | 3
33 | 2 | . | 1 | 8
34 | 0 | -0.6 | 1 | 11
35 | 6 | 1.0 | 0 | 7
36 | -14 | -0.6 | 2 | 2
37 | 1 | . | 1 | -6
38 | 1 | -1.3 | 0 | 6
39 | -4 | 0.6 | 3 | 7
40 | -1 | -2.3 | 0 | 5
41 | -3 | 0.2 | 0 | 5
42 | 4 | 0.4 | 0 | -2
43 | 0 | 0.0 | 1 | 15
44 | 0 | 1.3 | 0 | 0
45 | 12 | . | 0 | 10

(further entries)
nr | canonical_smiles | Fam108B counter | AGP1-GFP MLPCN | BCLXL inh | MCL1 BIM primary | CIT2-GFP yeast
46 | CCN(CC)CCCC(C)NC(=O)c1cc(=O)c2ccccc2o1 (centres undefined) | -2 | 102 | 3 | 1 | 109
47 | Cc1ccc(CCNS(=O)(=O)c2cnc[nH]2)cc1 | -2 | 95 | 6 | 4 | 84
48 | CCC(C)n1cnc2c(=O)oc3ccccc3c21 (centres undefined) | 4 | 101 | 1 | 2 | 98
49 | CCN(C(=O)C1CSC2(C)CCC(=O)N12)c1nc2c(C)cccc2s1 (centres undefined) | 3 | 105 | 4 | 6 | 92
50 | CCNC(=O)COC(=O)c1cc(S(=O)(=O)N2CCCc3ccccc32)ccc1Cl | -2 | 89 | 5 | 4 | 104
51 | CCCN(CCC)c1nc(Cl)nc(NCc2ccco2)n1 | -4 | 95 | 6 | -1 | 100
52 | CNC(=S)N(CCc1c(C)[nH]c2ccc(C)cc12)Cc1cccnc1 | 2 | 104 | 11 | 16 | 102
53 | COc1ccc(NC(=O)N2CCN(C(=O)Nc3ccc(OC)cc3)CC2)cc1 | -2 | 94 | 0 | 11 | 83
54 | O=C(CSC(=S)N1CCOCC1)Nc1ccc(S(=O)(=O)Nc2ncccn2)cc1 | 6 | 101 | -3 | 1 | 94
55 | CC(C)(C)NC(=O)CSc1nnc(Cc2ccccc2)n1CC1CCCO1 (centres undefined) | -1 | 92 | 3 | 3 | 99
56 | CCOC(=O)C(C)NC(=O)CCc1nnc2ccc(N3CCC(C)CC3)nn12 (centres undefined) | 4 | 95 | -8 | -6 | 101
57 | CCOC(=O)CCC(NC(=O)CCCCCCCC(=O)NC(CCC(=O)OCC)C(=O)OCC)C(=O)OCC (centres undefined) | 5 | 92 | 1 | 1 | 98
58 | O=C(O)CCNS(=O)(=O)c1ccc(Oc2ccccc2)cc1 | 3 | 114 | 8 | 10 | 111
59 | CC(C)(C)c1ccc(C(=O)NCCCNC(=O)c2cccnc2)cc1 | 3 | 98 | -2 | 2 | 97
60 | CCOc1ccccc1N1CCN(Cc2ccc(Br)s2)CC1 | 2 | 115 | 1 | -1 | 96
61 | CC1CC(C)CN(CCCNC(=O)Cc2c(C(=O)O)[nH]c3ccccc23)C1 (centres undefined) | 1 | 109 | 3 | 4 | 119

nr | GLD-1 TGE inh | MEX-5 binding | GRK2 inh | VLA-4 inh
46 | 5 | 2.5 | 4 | 6
47 | 0 | -4.5 | 5 | -2
48 | 11 | 1.1 | 0 | 2
49 | 2 | -1.8 | 5 | 13
50 | -1 | . | 0 | 7
51 | -1 | 1.7 | 2 | 6
52 | -1 | 3.0 | 1 | -137
53 | 3 | 1.2 | 2 | -1
54 | 7 | -0.8 | 7 | -96
55 | 1 | 1.0 | 2 | -3
56 | -4 | 0.4 | 1 | 7
57 | -1 | -1.1 | 0 | -16
58 | 4 | 1.7 | 0 | -3
59 | 1 | -0.2 | 1 | 2
60 | 9 | 1.7 | 0 | -6
61 | -4 | 0.9 | 0 | 6

High-throughput results (PubChem BioAssay)

Random draw from the library, and some 2.2% of all compounds hit somewhere here.
